Compound activity deposited in PubChem by several laboratories.
PostGolgi ctrl – yeast control strain growth, post-Golgi counter-screen; inhibition, % at 10 µM; AID 738; efflux-deficient yeast background strain, growth absorbance A615, 16 h; 98,000 tested, 5% active; in the data active = inhibition above about 30%
sEH inh – blocks human soluble epoxide hydrolase activity; P34913; 91,000 tested, 0.34% active; recombinant human sEH enzymatic activity assay; inhibition, % at 2 µM; in the data active = inhibition above about 80%; note: values of inactives mirror those of a sister screen read the other way; many of its hits are not listed in these tables
Target sequence (P34913 whole entry, looked up): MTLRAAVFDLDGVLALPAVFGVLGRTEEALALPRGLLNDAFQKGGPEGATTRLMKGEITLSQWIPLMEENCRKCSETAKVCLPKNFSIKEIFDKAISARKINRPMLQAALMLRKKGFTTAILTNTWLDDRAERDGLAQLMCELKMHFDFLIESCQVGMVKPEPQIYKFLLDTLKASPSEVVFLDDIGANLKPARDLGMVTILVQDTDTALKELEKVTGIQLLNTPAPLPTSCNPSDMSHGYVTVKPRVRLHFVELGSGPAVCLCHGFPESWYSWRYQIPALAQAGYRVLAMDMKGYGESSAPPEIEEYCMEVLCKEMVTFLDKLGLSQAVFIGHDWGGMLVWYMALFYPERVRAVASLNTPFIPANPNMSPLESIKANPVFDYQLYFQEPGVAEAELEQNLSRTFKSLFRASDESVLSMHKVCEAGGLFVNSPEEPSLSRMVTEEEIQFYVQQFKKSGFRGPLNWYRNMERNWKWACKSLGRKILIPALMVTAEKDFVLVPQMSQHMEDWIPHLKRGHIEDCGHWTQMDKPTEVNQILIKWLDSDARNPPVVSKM
S1P2 antag – S1P2 (human) receptor antagonism | O95136 | cell-based S1P2 antagonist assay, inhibition at 5 uM | inhibition, % at 5 µM | 97,000 tested, 0.21% active; in the data active = inhibition above about 45%;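 note: CRE beta-lactamase reporter cells expressing human S1P2 stimulated with S1P; 0% = agonist at EC80 alone and 100% = agonist plus reference antagonist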
Target sequence (O95136 whole entry, looked up): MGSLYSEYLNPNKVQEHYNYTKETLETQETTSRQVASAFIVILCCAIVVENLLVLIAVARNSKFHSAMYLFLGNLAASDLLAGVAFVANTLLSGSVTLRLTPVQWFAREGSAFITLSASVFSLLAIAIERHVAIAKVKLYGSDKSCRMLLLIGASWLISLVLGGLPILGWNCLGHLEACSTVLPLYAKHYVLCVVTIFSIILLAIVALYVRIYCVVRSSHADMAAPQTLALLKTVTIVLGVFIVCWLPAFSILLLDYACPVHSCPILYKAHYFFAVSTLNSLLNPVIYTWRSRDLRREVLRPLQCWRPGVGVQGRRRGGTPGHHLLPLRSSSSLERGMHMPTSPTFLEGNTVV
S1P2 agonist – activates the human S1P2 receptor | activation, % at 4.5 µM | O95136 | 97,000 tested, 0.46% active | S1P2-expressing cell line, agonist reporter read-out; in the data active = activation above about 16%;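 note: 0% = vehicle low control and 100% = maximal reference agonist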
HUVEC inhibit – human endothelial cell proliferation inhibition | HUVEC proliferation, CellTiter-Glo luminescence, 72 h; stronger effect = lower value | viability, % at 10 µM (by protocol) | 86,000 tested, 1.1% active | AID 648;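 active = viability at or below 30%; inactive = viability above 30%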;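 note: 100% = median luminescence of DMSO-only cell control wells on each plate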
LYP act – LYP (human) phosphatase activation; recombinant LYP, DiFMUP fluorescence; 0 = plate median, 100 = signal doubled; activation, % at 2 µM; 96,000 tested, 0.11% active; AID 697;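 active = activation at 2 µM above a set limit, the mean plus 5 SD, cut at about 37% in these data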
Fibroblast inh – blocks proliferation of human lung fibroblasts; AID 719; LL 47 human lung fibroblast viability, ATP luminescence; stronger effect = lower value; viability, % at 10 µM; 85,000 tested, 1.1% active;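 active = viability at or below 50% in the single dose screen; inactive = viability above 50%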;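 note: compound exposure lasted 72 h before the ATP readout; 100% = median luminescence of untreated cell-only wells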
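test system = LL 47 human lung fibroblasts | amount = 1,150 fibroblasts seeded per well | medium = 15% FBS in IMEM | times = overnight cell rest, 72 h compound treatment at 37 °C | measured by = CellTiter-Glo luminescence measuring cellular ATP | read-out = viability percentage against median untreated-cell control | benchmarks = cell-only wells, no compound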
sEH act – increases human soluble epoxide hydrolase activity. P34913. purified human sEH enzymatic activity, activator screen. activation, % at 2 µM. 91,000 tested, 0.04% active. AID 717; in the data active = activation above about 37%; note: values of inactives mirror those of a sister screen read the other way
H69AR growth 86K – blocks growth of human H69AR lung tumor cells; H69AR lung tumor viability, ATP luminescence, 72 h; stronger effect = lower value; viability, % at 10 µM; 85,000 tested, 6% active; AID 598;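 active = viability at or below 40%; inactive = viability above 40%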;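 note: multidrug resistant small cell line overexpressing MRP-1 efflux transporter; 100% = mean luminescence of untreated control wells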
* hit, by the source's call; · = no result given.

SMILES | PostGolgi ctrl | sEH inh | S1P2 antag | S1P2 agonist | HUVEC inhibit | LYP act | Fibroblast inh | sEH act | H69AR growth 86K
Cc1nc2ccccn2c1C(=O)CSc1ccccc1Cl | 17.1 | -8.0 | 1.2 | -3.7 | · | -2.0 | · | 14.5 | ·
O=C(O)CC1NC(=O)N(c2ccc(Cl)cc2)C1=O (configuration not stated) | 19.9 | 4.1 | 12.9 | -5.2 | 98.1 | 8.9 | 102.2 | -4.6 | 100.4
Fc1ccc(CSc2nc3ncc(Br)cc3[nH]2)cc1 | 6.7 | 12.9 | -15.5 | -4.7 | 109.3 | -2.1 | 100.6 | -15.0 | 87.6
O=C(Nc1ccncc1)c1cncc(Br)c1 | 3.3 | 7.7 | 4.0 | -3.8 | 90.2 | 0.8 | 94.7 | -5.0 | 98.4
CCCCNc1ncnc2c1cnn2-c1ccc(C)cc1C | 20.9 | · | · | · | 96.7 | · | 91.6 | · | 37.4*
Cc1ccc(C(=O)Oc2ccc(Cl)c3cccnc23)cc1[N+](=O)[O-] | 0.8 | 2.1 | 0.8 | -4.0 | · | -12.0 | · | -1.5 | ·
Brc1ccc(Nc2c3c(nc4ncnn24)CCC3)cc1 | 9.1 | 16.4 | 18.4 | -5.1 | 81.3 | -0.4 | 99.9 | -14.5 | 73.5
COC(=O)c1cc(Br)c(=O)n(-c2ccccc2F)c1 | -6.8 | -0.8 | 14.8 | -5.2 | 96.1 | 0.9 | 101.7 | 4.5 | 76.2
COc1cc2c(OC)cccc2cc1C(=O)O | 3.2 | 18.6 | 7.1 | -6.7 | 98.5 | -11.1 | 95.7 | -15.7 | 92.3
NC(=O)C1CCN(C(=O)CSCc2ccccc2Cl)CC1 | 15.9 | 2.7 | -18.3 | -4.5 | 89.6 | 0.1 | 98.9 | -1.4 | 88.5
O=c1[nH]ncn2cccc12 | -2.1 | -0.5 | 8.8 | -4.8 | · | 0.4 | · | -1.8 | ·
C=CCSc1cc(C)nc2c(-c3ccc(Cl)cc3)c(C)nn12 | 13.0 | 4.0 | -35.2 | 23.0* | 89.9 | 6.8 | 97.2 | -3.5 | 36.1*
CC(=O)Nc1ccc(S(=O)(=O)NNC(=O)COc2cccc(C)c2)cc1 | -1.2 | -8.3 | 13.0 | -4.2 | · | -1.4 | · | 9.1 | ·
COc1cc(OC)cc(C(=O)OCC(=O)Nc2ccc(N3CCCCC3)cc2)c1 | 2.2 | 50.1 | -14.1 | -2.8 | 70.9 | 4.1 | 96.6 | -49.4 | 93.1
COc1ccccc1-n1c(SCC(=O)Nc2nnc(C)s2)nc2c(c1=O)SCC2 | · | 3.4 | -12.3 | -2.2 | · | -8.3 | · | -0.9 | ·
CCN(CC)S(=O)(=O)c1cccc(C(=O)OCC(=O)Nc2ccccc2OC(F)F)c1 | -1.0 | 0.6 | -17.4 | 1.0 | · | 6.5 | · | 2.1 | ·
Fc1ccccc1Cn1nnc2c(NCc3ccccn3)ncnc21 | 9.8 | · | · | · | 103.8 | · | 89.4 | · | 93.2
Cc1ccc(CC2C(=O)N(c3ncccn3)C(=O)C2C)cc1 (configuration not stated) | -1.0 | 4.8 | 30.0 | -4.8 | 95.2 | -10.5 | 93.0 | -6.3 | 92.3
Cc1cc(NC(=O)c2cc(Cl)ccc2Cl)no1 | 16.9 | -9.0 | 4.0 | -6.9 | 99.7 | -2.0 | 97.2 | 7.5 | 91.0
O=C(O)c1cnn2c(C(F)F)cc(C3CC3)nc12 | 9.2 | -29.1 | -12.8 | -1.5 | 97.5 | -2.5 | 100.0 | 22.0 | 93.6
CC(CC1CC(C)(C)OC1=O)C(=O)Nc1nncs1 (configuration not stated) | 2.3 | 2.0 | 2.7 | 0.1 | 91.9 | 20.6 | 109.1 | -1.5 | 95.0
Cc1cc(C)n(-c2nc(C)nc3c2cnn3-c2ccccc2)n1 | 0.8 | · | 18.4 | -1.3 | 98.1 | -3.7 | 95.5 | · | 72.8
CC(C)(C)C1=NN(C(=O)c2ccccc2)C(O)(C(C)(C)C)C1 (configuration not stated) | 18.5 | 6.6 | 6.8 | -5.0 | · | 4.9 | · | -5.9 | ·
Cc1ccc(-c2nnc(SC(C)C#N)n2N)cc1 (configuration not stated) | -2.0 | · | 12.6 | -6.1 | 91.5 | 7.7 | 99.6 | · | 86.2
O=C(C1CC1)N1CCN=C1SCc1cccc(C(F)(F)F)c1 | 12.9 | 1.7 | -8.7 | -6.4 | 79.3 | -12.2 | 86.4 | 1.2 | 96.8

Sorted by formula weight (smallest number first): some entries from above
SMILES | PostGolgi ctrl | sEH inh | S1P2 antag | S1P2 agonist | HUVEC inhibit | LYP act | Fibroblast inh | sEH act | H69AR growth 86K
COc1cc2c(OC)cccc2cc1C(=O)O | 3.2 | 18.6 | 7.1 | -6.7 | 98.5 | -11.1 | 95.7 | -15.7 | 92.3
O=C(O)CC1NC(=O)N(c2ccc(Cl)cc2)C1=O (configuration not stated) | 19.9 | 4.1 | 12.9 | -5.2 | 98.1 | 8.9 | 102.2 | -4.6 | 100.4
CC(C)(C)C1=NN(C(=O)c2ccccc2)C(O)(C(C)(C)C)C1 (configuration not stated) | 18.5 | 6.6 | 6.8 | -5.0 | · | 4.9 | · | -5.9 | ·
Cc1nc2ccccn2c1C(=O)CSc1ccccc1Cl | 17.1 | -8.0 | 1.2 | -3.7 | · | -2.0 | · | 14.5 | ·
CCN(CC)S(=O)(=O)c1cccc(C(=O)OCC(=O)Nc2ccccc2OC(F)F)c1 | -1.0 | 0.6 | -17.4 | 1.0 | · | 6.5 | · | 2.1 | ·

Remaining list, next part.
SMILES | PostGolgi ctrl | sEH inh | S1P2 antag | S1P2 agonist | HUVEC inhibit | LYP act | Fibroblast inh | sEH act | H69AR growth 86K
Cc1nc(-c2cn[nH]c2)c2cc(C)oc2n1 | -1.7 | -0.3 | -1.6 | -0.7 | 106.5 | -1.3 | 101.5 | 1.7 | 103.2
Cc1cc2nc(-c3ccc(SCc4ccccc4C#N)nc3)[nH]c2cc1C | -0.3 | 51.8 | -5.4 | -8.4 | · | -0.6 | · | -52.0 | ·
CCCNC(=O)c1c(N)n(-c2ccc(S(N)(=O)=O)cc2)c2nc3ccccc3nc12 | -2.5 | -3.8 | -35.6 | 25.6* | · | 4.6 | · | 3.9 | ·
COc1ccccc1NC(=O)C1=C(C)NC(=O)NC1c1ccc(C)cc1 (configuration not stated) | 3.1 | · | · | · | 85.6 | · | 104.9 | · | 79.2
CC1CC(C)(C)CC2(C1)NC(=O)N(CC(=O)NCC(c1ccco1)N1CCCCC1)C2=O (configuration not stated) | 3.0 | -0.6 | 19.7 | -5.1 | 87.5 | -5.5 | 101.3 | -1.3 | 83.2
CCOC(=O)C(C(=O)OCC)C1CCS(=O)(=O)C1 (configuration not stated) | · | -27.1 | -13.9 | -1.7 | 103.1 | -7.5 | 99.5 | 24.8 | 100.4
CN(C)CCCN1C(=O)C(O)=C(C(=O)c2cc3ccccc3o2)C1c1ccccc1 (configuration not stated) | 0.1 | · | -13.9 | -2.4 | 95.3 | 2.0 | 105.5 | · | 92.0
O=C(CCn1cccc1)NCc1ccc(Cl)cc1 | 13.7 | 0.7 | -24.8 | -3.9 | 97.5 | -6.8 | 105.2 | -1.9 | 94.2
O=C(CCS(=O)(=O)c1ccc(Br)s1)NCc1cccs1 | 6.4 | 0.1 | 18.0 | -1.4 | 90.2 | 16.6 | 103.8 | 0.2 | 87.0
N#CC1=C(SCC(=O)c2ccc(Cl)cc2)NC2=C(C(=O)CCC2)C1c1ccco1 (configuration not stated) | 15.0 | · | · | · | 51.7 | · | 54.4 | · | 13.2*
Cn1cc(C(=O)NC2CCCCC2)c(=O)c2cc(S(=O)(=O)N3CCCC3)ccc21 | 6.1 | · | · | · | 91.6 | · | 93.3 | · | 82.9
CCCCN(CCCC)C(=O)CCS(=O)(=O)c1ccc2c(c1)n(C)c(=O)c(=O)n2C | 0.5 | 7.8 | -26.5 | 0.7 | 89.3 | -7.9 | 96.8 | -9.0 | 70.2
CC(=O)NC(CCS(C)(=O)=O)C(=O)Nc1ccc(C)c(F)c1 (configuration not stated) | 5.9 | 9.8 | -2.2 | -7.1 | 86.2 | 2.8 | 94.8 | -8.6 | 95.4
O=C(O)C1C2C=CC(C2)C1C(=O)OC1CC2CCC1C2 (configuration not stated) | -3.0 | 0.7 | 13.8 | -6.8 | 89.2 | 6.1 | 103.0 | -3.8 | 90.5
O=C(Nc1ccc(-c2cc3ccccc3oc2=O)c(Cl)c1)c1cccnc1 | 2.4 | -0.6 | -13.1 | -7.1 | · | 2.9 | · | 2.4 | ·
COC(=O)CSc1nc2ncc(Cl)cc2[nH]1 | 11.0 | -4.9 | -3.0 | -1.8 | 97.7 | -2.9 | 95.9 | 0.4 | 86.0
Cc1ccc(NCN2C(=O)C3CC=C(Cl)CC3C2=O)cc1 (configuration not stated) | 2.0 | -2.3 | -22.6 | -1.7 | 91.9 | 9.2 | 111.1 | -0.4 | 90.4
Cc1ccc(C(=O)Nc2ccc(C(=O)/C=C/c3cccs3)cc2)cc1 | 13.3 | -0.2 | -12.4 | -0.1 | · | 0.6 | · | -0.2 | ·
CC(=O)c1ccc2c(c1)C1C=CCC1C(c1ccncc1)N2 (configuration not stated) | -4.2 | 9.3 | 7.3 | -2.0 | 104.8 | 1.8 | 96.0 | -11.8 | 91.0
COc1ccc2cc3cc(C(=O)Nc4ccc5c(c4)OCCO5)oc3nc2c1 | 4.8 | -7.8 | 14.5 | -9.1 | 26.2* | 24.4 | 90.8 | 4.7 | 39.7*
CN(C)CCNC(=O)c1ccc2c(c1)N(Cc1ccc(F)cc1)CCS2 | 1.7 | · | 17.2 | -8.6 | 86.1 | 2.4 | 88.4 | · | 72.2
Nc1ccc2c(c1)C(=O)N(CCCC(=O)O)C2=O | 19.3 | 1.6 | 15.7 | -2.6 | 94.1 | 5.1 | 106.3 | -1.6 | 103.2
CCOc1cc(C)c(C(C)C)cc1S(=O)(=O)N1CCOCC1 | 9.6 | -9.6 | -6.8 | -1.8 | 101.3 | -5.0 | 101.2 | 12.4 | 93.4
CN1CCN(CCCNC(=O)C2CCN(c3nnc(-n4cccc4)s3)CC2)CC1 | 9.2 | 5.0 | 3.7 | -7.2 | 101.8 | 8.0 | 98.3 | -5.4 | 95.5
Cc1cc(C)c(C)c(S(=O)(=O)NCC(=O)N2CCCC2)c1C | 0.7 | 0.3 | -11.1 | -0.6 | 101.1 | -11.9 | 100.1 | -0.4 | 100.9

The list continues.
SMILES | PostGolgi ctrl | sEH inh | S1P2 antag | S1P2 agonist | HUVEC inhibit | LYP act | Fibroblast inh | sEH act | H69AR growth 86K
CC(=O)NCc1c(Cl)cccc1-n1cccc1 | -12.8 | 0.7 | 5.8 | -5.3 | · | -2.5 | · | 2.2 | ·
COC(=O)/C=c1/s/c(=C(\C#N)C(=O)NCc2ccco2)n(-c2ccc(C)cc2)c1=O | 13.8 | 2.5 | 0.9 | 0.2 | 95.8 | -6.2 | 104.5 | 0.4 | 99.7
COc1cc(CNCCN2CCOCC2)ccc1OCc1ccc(Cl)cc1Cl | 0.1 | 2.2 | 23.2 | -5.2 | · | -12.6 | · | 0.3 | ·
COc1ccc(C(=O)COC(=O)C(CCCCN2C(=O)C3C4C=CC(C4)C3C2=O)N2C(=O)C3C4C=CC(C4)C3C2=O)cc1 (configuration not stated) | · | -3.5 | -14.6 | -1.1 | 95.6 | 0.0 | 92.7 | 7.5 | 84.0
O=C(Nc1nccs1)c1cc(S(=O)(=O)N2CCOCC2)c(Cl)cc1Cl | 19.2 | 17.8 | 0.9 | -6.4 | 90.5 | -1.4 | 94.6 | -17.4 | 73.5
COC(=O)c1c(-c2cccc(OC)c2)csc1N | 8.2 | · | · | · | 90.6 | · | 100.8 | · | 85.7
CCCCC(=O)Nc1nc(C)c(-c2csc(Nc3cc(OC)ccc3OC)n2)s1 | 13.7 | 15.5 | 16.1 | -4.2 | · | 5.1 | · | -14.9 | ·
O=C(Cn1nc(-c2ccccc2)c2ccccc2c1=O)Nc1cccnc1 | 2.6 | -2.7 | 7.2 | -2.0 | 113.1 | 0.8 | 110.4 | 2.2 | 82.1
CS(=O)(=O)N1CCN(C(=O)c2ccccc2F)CC1 | 0.3 | 19.9 | 6.6 | -2.0 | 99.8 | -1.3 | 106.1 | -15.9 | 94.6

Not all compounds are listed; count on the stated rates, not on these rows.
